CHRM5 agonist: human M5 muscarinic receptor agonists, primary screen, CHO-K1 cells, Fluo-8 calcium fluorescence. Muscarinic acetylcholine receptor M5 (Homo sapiens), P08912. CHO-K1 hM5 cells; 0% DMSO wells, 100% maximal acetylcholine response. 360,000 tested, 0.19% active. activation, % at 3 µM;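 active = activation above the run's mean over test compounds plus 3 SD, cut at about 23% in these data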;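 note: signal is peak over basal fluorescence ratio across the kinetic read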
CRFR2-BP antag: antagonists of CRF-BP/CRF-R2 complex, primary screen, cell-based, HEK293, calcium dye fluorescence, uHTS; CRF-induced calcium fluorescence; inhibition, % at 11.8 µM; 350,000 tested, 0.59% active; AID 588475, 2011;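 active = inhibition of the ligand-induced calcium signal above about 50% at the single tested concentration, limit read from the data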
CHRM5 antagonist: human M5 muscarinic receptor antagonists, primary screen, CHO cells, Fluo-8 calcium fluorescence; CHO-hM5 cells, ACh EC80; inhibition, % at 3 µM; AID 624040, 2012; Muscarinic acetylcholine receptor M5 (Homo sapiens), P08912; 360,000 tested, 0.59% active;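 active = inhibition above a per-plate cutoff, the mean of that plate's test compounds plus 3 SD, cut at about 27% in these data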;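 note: 0% = acetylcholine EC80 with DMSO and 100% = DMSO without agonist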
M1 PAM parental: nonselective calcium activators in parental CHO-K1 cells, primary screen, counter-screen for M1 PAM project, cell-based, Fluo-8 calcium fluorescence, full deck, 1536-well; AID 602247, 2012; activation, % at 3 µM; 360,000 tested, 0.02% active; ATP EC20; 0% at ATP EC20, 100% at ATP max;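 active = activation above the run cutoff, the mean activation of all test compounds plus 3 SD, cut at about 40% in these data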;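 note: peak over basal fluorescence ratio in a 140 s read after ATP addition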
CRFR2-BP ag: agonists of CRF-BP/CRF-R2 complex, primary screen, cell-based, HEK293, calcium dye fluorescence, uHTS | CRF-binding protein / CRF receptor 2 complex (human) | calcium dye fluorescence (FLIPR); percent of saturating CRF peptide response | activation, % at 13.2 µM | 350,000 tested, 0.46% active | AID 588473, 2011;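 active = activation of at least 50%, plus an integration ratio under a set limit after plate pattern correction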;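 note: plate controls were neutral control wells without compound for no effect and CRF at EC100 for full effect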
M4 PAM: human M4 muscarinic receptor positive allosteric modulators, primary screen, CHO-K1 cells, Fluo-8 calcium fluorescence. Muscarinic acetylcholine receptor M4 (Homo sapiens), P08173. CHO-K1 hM4/Gqi5, ACh EC20; 0% = ACh EC20, 100% = maximal ACh. activation, % at 3 µM. 360,000 tested, 0.4% active. AID 624126, 2012;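 active = activation above its plate's cutoff, the mean activation of sample wells plus 3 SD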; note: some results filed as inactive read as strong as hits
Target sequence (P08173 whole entry, looked up): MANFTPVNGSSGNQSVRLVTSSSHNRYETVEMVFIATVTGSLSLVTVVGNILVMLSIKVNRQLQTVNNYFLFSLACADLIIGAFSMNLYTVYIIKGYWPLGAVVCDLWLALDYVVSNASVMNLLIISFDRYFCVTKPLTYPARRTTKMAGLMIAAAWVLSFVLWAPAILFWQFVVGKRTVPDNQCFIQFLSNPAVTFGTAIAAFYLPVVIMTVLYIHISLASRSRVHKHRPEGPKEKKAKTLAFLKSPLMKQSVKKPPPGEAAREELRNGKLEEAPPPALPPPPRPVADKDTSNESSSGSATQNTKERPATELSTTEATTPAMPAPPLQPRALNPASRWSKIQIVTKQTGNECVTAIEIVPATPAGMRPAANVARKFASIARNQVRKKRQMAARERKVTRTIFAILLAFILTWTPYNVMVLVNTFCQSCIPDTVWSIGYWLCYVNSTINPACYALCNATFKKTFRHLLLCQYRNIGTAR
TAAR1 antagonist: human TAAR1 antagonists, primary screen, Fluo-8 calcium fluorescence, CHO RD-HGA16 cells; antagonist; 360,000 tested, 1.5% active; Trace amine-associated receptor 1 (Homo sapiens), Q96RJ0; inhibition, % at 3 µM;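 active = inhibition above a per-plate cutoff, the mean inhibition of test compounds on that plate plus 3 SD, cut at about 49% in these data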;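 note: 0% = DMSO plus EC80 beta-PEA response and 100% = DMSO alone without agonist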
Target sequence (Q96RJ0 whole entry, looked up): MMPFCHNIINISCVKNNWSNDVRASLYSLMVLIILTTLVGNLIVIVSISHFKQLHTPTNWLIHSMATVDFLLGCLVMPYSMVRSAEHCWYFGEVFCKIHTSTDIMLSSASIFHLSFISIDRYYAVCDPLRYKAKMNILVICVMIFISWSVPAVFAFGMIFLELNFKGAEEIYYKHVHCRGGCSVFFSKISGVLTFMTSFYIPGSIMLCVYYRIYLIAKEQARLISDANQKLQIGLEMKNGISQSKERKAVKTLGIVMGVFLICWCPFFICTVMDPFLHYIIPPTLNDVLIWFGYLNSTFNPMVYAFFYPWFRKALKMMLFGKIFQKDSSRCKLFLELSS
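Material: RD-HGA16 CHO cells with stable hTAAR1 and Gα16; Dosing: single nominal final test compound concentration of 3 µM; Schedule: seeding 17-24 h prior, 75-min 37 °C, 30-min RT dye loading; Detection: kinetic Fluo-8 calcium fluorescence measurement; Measure: % inhibition from peak post-agonist over basal fluorescence ratio; Benchmarks: vehicle and agonist controls.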
M5 PAM: human M5 muscarinic receptor positive allosteric modulators, primary screen, CHO-K1 cells, Fluo-8 calcium fluorescence. AID 624038, 2012. Muscarinic acetylcholine receptor M5 (Homo sapiens), P08912. 360,000 tested, 0.3% active. CHO-K1 hM5, ACh EC20 PAM; 0% = ACh EC20, 100% = ACh EC100. activation, % at 3 µM;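 active = activation above the run cutoff, the mean activation of all test compounds plus 3 SD, cut at about 18% in these data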
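Assay system – human M5 receptor in CHO-K1 cells · Read-out – % activation, ACh-normalized · Technique – Fluo-8 calcium fluorescence · Dosing – single-point, 3 µM nominal · Incubation – Fluo-8 loading 80 min at 37 °C plus 30 min room temperature · Repeats – singlicate, one well per test compound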
TAAR1 ag: human TAAR1 agonists, primary screen, Fluo-8 calcium fluorescence, CHO RD-HGA16 cells. 360,000 tested, 0.99% active. activation, % at 3 µM. AID 624467, 2012. vehicle wells 0%, saturating PEA agonist 100%;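 active = activation above the mean activation of all test compounds in the run plus 3 SD, cut at about 38% in these data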
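test system = CHO RD-HGA16 cells carrying human TAAR1 plus Gα16 | schedule = 17-24 h seeding, 75 min 37 °C dye, 30 min RT | compound dosing = 3 µM single concentration | control set = DMSO and PEA EC100 | replicates = n 1 | signal = Fluo-8 fluorescence, 5 s baseline then 140 s kinetic read | measure = percent activation vs PEA EC100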
An asterisk follows results filed as active; . = no result given. This is a subset; rates above refer to the full screens.

SMILES	CHRM5 agonist	CRFR2-BP antag	CHRM5 antagonist	M1 PAM parental	CRFR2-BP ag	M4 PAM	TAAR1 antagonist	M5 PAM	TAAR1 ag
O=C(O)C1C(C(=O)O)C2(Cl)C(Cl)=C(Cl)C1(Cl)C2(Cl)Cl (configuration not stated)	4	29	1	16	0.2	4	-10	2	4
O=C(OCc1ccccc1)N1CCC2CC1c1cc(N3Cc4ccccc4-n4nncc4C3)ccc12 (configuration not stated)	0	0	8	6	0.5	-6	3	-4	0
COc1ccc(OCC(=O)N2CCN(C/C=C/c3ccccc3)CC2)cc1	-2	-5	-13	8	-0.2	-5	2	-6	3
CSc1ncc(CN2CCCC(C(=O)c3cccc(Cl)c3)C2)cn1 (configuration not stated)	-14	-5	5	0	-0.2	-7	-38	0	3
CN1C(=O)C(=Cc2ccc(OCC(=O)Nc3ccccc3)cc2)C(=O)N(C)C1=O	0	-1	-13	-13	-0.2	-1	.	7	.
CCOP(=O)(OCC)C1(O)C(=O)Nc2ccc(Br)cc21 (configuration not stated)	1	0	2	15	-0.7	1	5	0	0
O=C(c1ccco1)c1cn(Cc2ccc(Cl)cc2)c2ccccc12	-5	-2	1	20	2.9	-16	17	-10	6
COc1ccc(CN2CCN(Cc3ccccc3OC)CC2)cc1	0	-7	-1	13	1.2	-2	6	-1	-1
O=C(N=Nc1c(O)[nH]c(=O)[nH]c1=O)C1COc2ccccc2O1 (configuration not stated)	0	13	4	-8	-0.9	3	10	1	-2
COCCN1C(=O)/C(=C/c2c(OC)cc(OC)cc2OC)C(=O)N(c2ccccc2)C1=O	5	8	1	6	1.8	-1	-18	9	0
CCCC(=O)c1c(O)[nH]c(=O)[nH]c1=O	-1	-2	1	19	-0.3	2	10	-5	-1
COc1ccccc1OCCCn1cc(C=O)c2ccccc21	0	-15	2	19	-4.9	-12	23	-7	6
COC(=O)C1=C(c2cccc(OCc3ccccc3)c2)C[C@@H]2CC[C@H]1N2C(=O)NCc1ccc(OC)cc1	-7	5	19	11	1.0	-5	6	-4	6
C[C@]12C[C@H](O)[C@@H](O)C[C@@H]1CC[C@@H]1[C@@H]2CC[C@]2(C)C(=O)CC[C@@H]12	9	.	5	13	.	-3	51*	-14	11
COC(=O)C1=C(c2ccc(OCc3ccccc3)cc2)C[C@@H]2CC[C@H]1N2C(=O)NCc1cccc(OC)c1	-3	10	18	4	0.8	-6	24	-5	14
Cc1ccccc1-n1c(C)nc2ccccc2c1=O	-1	-20	-14	17	-1.9	5	10	0	-2
Cc1cc(OC(=O)CCNC(=O)OC(C)(C)C)c2c3c(c(=O)oc2c1)CCC3	3	-39	3	12	0.1	-1	31	-7	14
COC(=O)C1=C(c2ccc(OC)c(OC)c2)C[C@@H]2CC[C@H]1N2C(=O)N1CCCCC1	-1	1	-4	15	-0.4	20	5	7	16
CNC(=O)N(C)c1ccc(C(O)(C(=O)OC)C(F)(F)F)cc1 (configuration not stated)	-2	6	-6	10	-0.1	5	-15	9	2
O=C1NC(=O)N(CCc2ccc(F)cc2)C(=O)/C1=C\C=C\c1ccccc1	1	-25	5	9	0.1	-5	-20	-2	2
COC(=O)C1=C(c2cccc(C#N)c2)C[C@@H]2CC[C@H]1N2C(=O)N1CCCC1	1	1	12	-3	-0.5	4	12	0	4
CCN(CC)C(=O)c1ccc(NC(=O)c2cc(S(=O)(=O)N3CCCCCC3)ccc2OC)cc1	0	-2	-11	2	-0.4	-6	-8	4	6
CCCCn1c(O)c(C=NCCCn2ccnc2)c(=O)[nH]c1=O	-4	-4	2	5	-1.8	1	-1	-5	1
Cc1ncc([N+](=O)[O-])n1CCOc1nonc1N	0	9	4	-4	1.1	3	1	-2	7
O=c1c2ccccc2nc(CNCC2CCCO2)n1-c1ccc(F)cc1 (configuration not stated)	-4	2	7	5	-1.1	-1	-4	-1	2
C/C(=N\NC(=O)c1ccccc1O)c1c(O)n(Cc2ccccc2)c(=O)[nH]c1=O	2	-3	-3	19	1.9	2	-17	3	2
Cc1cccn2c(=O)c3cc(C(=O)N4CCC5(CC4)OCCO5)n(C)c3nc12	-2	-6	3	8	-2.3	1	3	-1	6
O=C1NC(=O)C(CCc2ccncc2)(CCc2ccncc2)C(=O)N1CCc1ccccc1	-4	-3	8	7	0.1	-1	3	-4	9
O=c1[nH]c(=O)n(-c2cccc(Cl)c2)c(O)c1C=NCCCN1CCOCC1	2	-7	1	13	-0.9	-4	1	0	-2
CC(=O)O[C@]1(c2ccccc2)CCN(C)[C@H]2CCCC[C@@H]21	-6	-28	-2	21	1.3	3	1	-2	10
O=C1CN=C(c2ccccc2Cl)c2cc(Br)ccc2N1	-2	-2	3	9	-1.9	10	-19	1	-1
CCOC(=O)c1c(C)[nH]c(C)c1C(=O)C(Cc1ccccc1)N(C)C (configuration not stated)	-5	3	5	16	-1.2	2	1	0	3
C/C(=N\N1CCCCC1)c1c(O)[nH]c(=O)[nH]c1=O	-1	-16	1	15	-0.1	7	-9	0	0
C[N+](C)(C)CC(=O)Nc1ccc(Cl)cc1C(=O)c1ccccc1	-8	11	4	31	-0.2	1	-5	1	4
COc1cc(O)c2c(c1)/C=C/C[C@H](O)[C@H](O)C(=O)CCC[C@H](C)OC2=O	0	.	-2	4	.	0	8	-4	1
Brc1ccc2c(c1)C(OC1CN3CCC1CC3)c1ccccc1CS2 (configuration not stated)	-1	-61	100*	9	9.9	-41	2	-19	33
CN1C(=O)C(=Cc2ccc(N3CCCCCC3)cc2)C(=O)N(C)C1=O	-11	-8	21	-13	2.1	0	3	-5	2
CC1CCCN(C(=O)CN2C3CCC2CC(O)(c2ccc(F)cc2)C3)C1 (configuration not stated)	-6	-6	2	9	1.1	-7	-3	-4	9
CCCCn1c(O)c(/C=C/C=Nc2ccccc2)c(=O)[nH]c1=O	2	-134	4	-7	113*	6	16	-4	16
CCOC(=O)[C@]12Cc3cc(C)ccc3[C@H]1N(CCC(=O)OC)C(=O)c1cc(OC)ccc12	1	.	-6	12	.	1	-1	3	-2
Cc1nc(SCc2c(Cl)cccc2Cl)nc(OC(=O)N(C)C)c1C	0	8	0	15	-2.4	34*	-11	2	2
O=C(O)c1ccc2c(c1)C1C(Cl)C(Sc3ccccc3[N+](=O)[O-])CC1C(c1cccc([N+](=O)[O-])c1)N2 (configuration not stated)	1	18	4	7	-4.8	-4	.	-1	.
O=C(CN1CCCCC1)c1ccc(OC(F)F)cc1	-1	18	-19	-5	0.0	5	12	8	0
Cc1cc(C)cc(N2C(=O)NC(=O)/C(=C\c3cccn3-c3ccccc3)C2=O)c1	4	-99	4	19	9.7	1	47	4	43*
O=C(O)c1nonc1-c1nonc1C(=O)O	-2	7	2	24	-1.0	-4	-13	-1	3
Cc1ccc(-c2ccc(=O)n(CC(=O)N3CCC4(CC3)OCCO4)n2)cc1	1	10	-2	20	0.4	15	-1	8	0
O=C(Nc1ccc(F)cc1F)c1cccnc1Oc1cccc(C(F)(F)F)c1	2	-8	1	3	-1.1	5	-19	-6	19
C#CCCC[C@@H]1OC(=O)CNC(=O)C([C@@H](C)CC)NC(=O)[C@@H]2CCCN2C(=O)C([C@@H](C)CC)OC(=O)[C@H](Cc2ccccc2)N(C)C(=O)[C@H](C(C)C)NC(=O)C1(C)C (some centres not stated)	-1	.	9	4	.	-13	-41	-3	-1

By substructure, those above with a Cl atom
SMILES	CHRM5 agonist	CRFR2-BP antag	CHRM5 antagonist	M1 PAM parental	CRFR2-BP ag	M4 PAM	TAAR1 antagonist	M5 PAM	TAAR1 ag
O=C(O)C1C(C(=O)O)C2(Cl)C(Cl)=C(Cl)C1(Cl)C2(Cl)Cl (configuration not stated)	4	29	1	16	0.2	4	-10	2	4
CSc1ncc(CN2CCCC(C(=O)c3cccc(Cl)c3)C2)cn1 (configuration not stated)	-14	-5	5	0	-0.2	-7	-38	0	3
O=C(c1ccco1)c1cn(Cc2ccc(Cl)cc2)c2ccccc12	-5	-2	1	20	2.9	-16	17	-10	6
O=c1[nH]c(=O)n(-c2cccc(Cl)c2)c(O)c1C=NCCCN1CCOCC1	2	-7	1	13	-0.9	-4	1	0	-2
O=C1CN=C(c2ccccc2Cl)c2cc(Br)ccc2N1	-2	-2	3	9	-1.9	10	-19	1	-1
C[N+](C)(C)CC(=O)Nc1ccc(Cl)cc1C(=O)c1ccccc1	-8	11	4	31	-0.2	1	-5	1	4
Cc1nc(SCc2c(Cl)cccc2Cl)nc(OC(=O)N(C)C)c1C	0	8	0	15	-2.4	34*	-11	2	2
O=C(O)c1ccc2c(c1)C1C(Cl)C(Sc3ccccc3[N+](=O)[O-])CC1C(c1cccc([N+](=O)[O-])c1)N2 (configuration not stated)	1	18	4	7	-4.8	-4	.	-1	.
